NPC1 promoter act – activates the NPC1 promoter. 320,000 compounds, 2.4% hits. Huh7 NPC1 promoter luciferase reporter, 24 h. Potency, µM (series often up to 9.22 µM), for inactives: at the top dose activation, actives largely listed as activators;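 also: potency is read from the fitted curve at half-maximal effect; % of control where 0% means no effect; nearly all actives have a fitted effect of over 60% in size; reporter is driven by a mutant NPC1 promoter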
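Luminescence read-out of NPC1 promoter-driven luciferase in stably transfected Huh7 cells; compounds delivered in DMSO and left 24 h at 37C, 5% CO2, qHTS titration format.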
ELG1 genotoxic – genotoxicity induction in ELG1-luciferase HEK293T cells; Potency, µM (titrated, usually from 46 µM), for the others: at the top dose activity change, positive = activation, usual class: activators; 330,000 compounds, 1.3% hits; HEK293T ELG1-luciferase reporter, luminescence, 16 h; also: potency is read from the fitted curve at half-maximal effect; % of control where 0% means no effect; nearly all actives have a fitted effect of over 60% in size
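Reporter readout depends on ELG1 protein level, which increases with genetic stress. After 16 hr compound exposure at 37 °C, luciferase activity was quantified using ONE-Glo.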
ELG1 repair inh – ELG1-dependent DNA repair inhibition; Potency, µM (doses to about 46.1 µM), for inactives: at the top dose activity change, negative = inhibition, most hits filed as inhibitors; AID 504467; 330,000 compounds, 2.3% hits; HEK293T ELG1-luciferase reporter, luminescence, 16 h; DNA damage induced by 5-fluorouridine; also: potency is read from the fitted curve at half-maximal effect; % is scaled to controls: 0 for no effect and ±100 for the full control effect; nearly all actives have a fitted effect of over 55% in size
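Step one: seed 2,000 cells per well. Step two: pin-transfer compound or DMSO alongside 5-fluorouridine. Step three: incubate 16 hr, 37 °C, 5% CO2. Step four: add ONE-Glo, wait 30 min, read luminescence.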
BRCA1 expr act – BRCA1 expression activation. Potency, µM (series often up to 46.1 µM), inactives show top-dose activation, hits mostly activators. 380,000 compounds, 1.1% hits. MCF7-BRCA1-FFLuc reporter, luminescence, 48 h; response scale: scaled: vehicle 0%, 10 µM genistein 100%. AID 624202; also: potency is read from the fitted curve at half-maximal effect; nearly all actives have a fitted effect of over 80% in size; some results filed as inactive show a strong effect at the top dose
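Quantitative HTS in MCF7 cells stably reporting BRCA1 expression via firefly luciferase. Compound treatment lasts 48 h at 37 °C in phenol-red free MEM. Activation is expressed relative to genistein at 10 microM and DMSO.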
Tb PFK inh – inhibitors of T. brucei phosphofructokinase | O15648 | T. brucei PFK, ADP-Glo luminescence | Potency, µM (highest dose often 57.5 µM), for the others: at the top dose activity, negative = inhibition, actives largely listed as inhibitors | 330,000 compounds, 0.17% hits | AID 485367;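 also: potency is read from the fitted curve at half-maximal effect; 0% = uninhibited 1x PFK enzyme wells and -100% = no-enzyme wells; nearly all actives have a fitted effect of over 60% in size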
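PFK 1.25 nM, F6P 0.5 mM, ATP 0.1 mM, 0.1 M TEA pH 8.0, 5 mM MgCl2, 0.01% Tween20, 0.1% BSA; 45 min RT. ADP-Glo readout. qHTS titration up to 57 uM; curves fitted, compounds curve-classed.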
VP16 counter – counter-screen for ROR gamma inhibitors: Gal4-VP16 reporter; 310,000 compounds, 3.5% hits; Potency, µM (highest dose often 53.6 µM), without a hit: at the highest dose activity, negative = inhibition, usual class: inhibitors; Drosophila S2 Gal4-VP16 UAS-luciferase, luminescence, 20 h;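 also: Gal4-VP16 expression switched on by copper sulfate through the metallothionein promoter; potency is read from the fitted curve at half-maximal effect; % is scaled to controls: 0 for no effect and ±100 for the full control effect; nearly all actives have a fitted effect of over 50% in size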
RORg inh – blocks mouse ROR gamma transcriptional activity | P51450 | Drosophila S2 Gal4-RORgamma UAS-luciferase reporter, 20 h | Potency, µM (top dose mostly 53.6 µM), for the others: top-dose activity change, negative = inhibition, actives largely listed as inhibitors | 310,000 compounds, 5.4% hits | AID 2551; also: potency is read from the fitted curve at half-maximal effect; % is scaled to controls: 0 for no effect and ±100 for the full control effect; nearly all actives have a fitted effect of over 60% in size
Target sequence (P51450 whole entry, looked up, the tested form may be a part): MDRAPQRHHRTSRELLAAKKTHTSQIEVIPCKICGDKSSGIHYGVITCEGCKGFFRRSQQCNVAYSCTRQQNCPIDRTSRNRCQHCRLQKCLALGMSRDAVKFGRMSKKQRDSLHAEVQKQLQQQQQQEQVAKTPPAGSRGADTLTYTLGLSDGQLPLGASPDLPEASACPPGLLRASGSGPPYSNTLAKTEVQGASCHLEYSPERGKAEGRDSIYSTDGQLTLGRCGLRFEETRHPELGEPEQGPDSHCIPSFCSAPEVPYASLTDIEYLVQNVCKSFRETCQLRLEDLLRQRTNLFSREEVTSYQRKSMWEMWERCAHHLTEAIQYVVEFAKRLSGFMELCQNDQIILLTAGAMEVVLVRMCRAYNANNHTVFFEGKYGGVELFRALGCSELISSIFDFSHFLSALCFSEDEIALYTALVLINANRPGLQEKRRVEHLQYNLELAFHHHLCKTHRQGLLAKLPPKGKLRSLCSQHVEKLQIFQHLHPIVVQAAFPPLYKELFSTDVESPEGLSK
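Read-out: Photinus luciferase luminescence; inhibitors lower reporter signal. Insect Schneider cells with Gal4-ROR gamma fusion under metallothionein promoter, UAS reporter; 700 uM final copper sulfate induction, 20 hr, ambient temperature.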
TRPV1 agonist – agonists of human vanilloid receptor 1 (TRPV1). AID 540275. TRPV1-expressing cells, Fluo-8 calcium influx, agonist mode. 320,000 compounds, 0.19% hits. activation, % at 8.33 µM; in the data active = activation above about 80%; inconclusive = between about 30% and that limit; also: 0% is about no effect
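Cells expressing TRPV1 were dye-loaded with Fluo-8 and read kinetically: 10 s baseline, 3 min after compound (agonist portion), then 2 min after EC20 capsaicin (allosteric enhancer portion). Calcium-bound dye fluorescence at 480/520 nm.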
p53 reactivation – mutant p53 re-activation in reporter cells. Potency, µM (series often up to 92.2 µM), for the others: at the highest dose activity change, positive = activation, hits mostly activators. H1299 p53-A138V BP100-luciferase reporter, luminescence, 24 h. AID 504706. 320,000 compounds, 0.063% hits; also: potency is read from the fitted curve at half-maximal effect; % of control where 0% means no effect; nearly all actives have a fitted effect of over 45% in size
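H1299 (p53-null), stable ts p53-A138V + BP100-Luc; 1000 cells/well, Opti-MEM/10% FBS; cpd 4 pt, 1:5; 24 h, 37 deg C, 5% CO2; detection reagent 10 min RT; luminescence.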
Rab9 prom act – activates the Rab9 promoter | Huh7 Rab9 promoter-luciferase reporter, luminescence, 24 h | Potency, µM (top dose mostly 9.22 µM), for inactives: at the highest dose activation, negative = inhibition, hits mostly activators | 320,000 compounds, 2.8% hits | AID 485297; also: potency is read from the fitted curve at half-maximal effect; % of control where 0% means no effect; nearly all actives have a fitted effect of over 60% in size
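Using Huh7 cells stably transfected with Rab9 promoter–luciferase, compounds were incubated 24 h at 37 °C, 5% CO2; luciferase luminescence was read 10 min after reagent addition.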
FLuc counter – counter-screen for miR-21 project: firefly luciferase inhibitors or activators | Potency, µM (top dose mostly 57.5 µM), for inactives: at the highest dose activity change, negative = inhibition, hits mostly inhibitors | AID 588342 | purified FLuc, Km substrates, luminescence inhibition | P08659 | 360,000 compounds, 6.9% hits;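 also: potency is read from the fitted curve at half-maximal effect; plate controls were vehicle for no effect and reference inhibitor for full effect; nearly all actives have a fitted effect of over 55% in size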
Target sequence (P08659 whole entry, looked up): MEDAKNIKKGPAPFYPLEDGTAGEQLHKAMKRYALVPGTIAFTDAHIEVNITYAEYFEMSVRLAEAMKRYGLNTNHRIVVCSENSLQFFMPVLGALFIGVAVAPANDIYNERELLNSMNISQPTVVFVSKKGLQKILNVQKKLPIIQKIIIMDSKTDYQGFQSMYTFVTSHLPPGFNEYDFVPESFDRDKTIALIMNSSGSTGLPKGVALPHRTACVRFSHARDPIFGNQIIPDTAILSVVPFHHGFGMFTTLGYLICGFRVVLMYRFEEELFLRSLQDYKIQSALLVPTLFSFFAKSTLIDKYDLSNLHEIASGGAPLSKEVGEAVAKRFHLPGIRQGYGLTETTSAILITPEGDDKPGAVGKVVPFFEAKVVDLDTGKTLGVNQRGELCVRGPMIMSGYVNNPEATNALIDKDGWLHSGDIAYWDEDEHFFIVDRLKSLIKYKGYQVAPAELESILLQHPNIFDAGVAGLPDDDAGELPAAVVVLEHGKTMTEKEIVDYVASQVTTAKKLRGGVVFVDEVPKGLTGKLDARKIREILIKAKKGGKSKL
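Biochemical qHTS of compounds, final roughly 60 µM downward over six points, against 10 nM purified firefly luciferase using Km concentrations of substrates (10 uM D-luciferin, 10 uM ATP) in Tris acetate pH 7.5 buffer; luminescence output.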
Starred values were filed as active, the others as inactive; ? = inconclusive; / = not tested or not shown; [ ] = another dose, or the depositor's remark. Unless noted, calls follow the shape of the dose curve; as a rule, active = well fitted curve in the direction sought with a large enough effect; inconclusive = small, poorly fitted or top-dose-only effect, or another doubt; inactive = no such curve, though single readings can be large; an effect the other way counts as inactive or inconclusive.

Molecule | NPC1 promoter act | ELG1 genotoxic | ELG1 repair inh | BRCA1 expr act | Tb PFK inh | VP16 counter | RORg inh | TRPV1 agonist | p53 reactivation | Rab9 prom act | FLuc counter
CCN1CCN(C(=O)Cn2c(=O)sc3ccccc32)CC1 | -5% | 2% | 0% | 4% | 6% | 1% | -12% | / | 1% | 10% | 4%
Oc1c(CN2CCOCC2)cc(COCc2ccccc2)c2cccnc12 | -18% | 18µM* | ? | -92% | 0% | 0.089µM* | 0.79µM* | 3 | ? | -25% | 1%
O=C(NC1CCCC1)c1ccccc1OCc1ccccc1 | -3% | -3% | -4% | -29% | -9% | -2% | 21% | ? | 4% | -1% | ?
O=C(c1ccc(NS(=O)(=O)c2ccccc2)cc1)N1CCCC1 | -3% | 0% | 8% | 20% | -4% | -2% | 19% | -1 | 1% | -3% | 7%[2.3 µM]
O=C(CSc1nnc(NC(=O)c2ccccc2)s1)NC1CCCC1 | ? | 9% | ? | 84% | 3% | -19% | 0% | -1 | ? | ? | 2.7µM*
COCC(C)NC(=O)Cc1ccc(F)cc1 (centres undefined) | -2% | 1% | 4% | 3% | -3% | -6% | -13% | -8 | -13% | -6% | 0%
Cc1ccc(CNC(=O)CN(C(=O)C2(C)CC(=O)N=C3C=CC=CN32)c2cc(C)ccc2C)cc1 (centres undefined) | -3% | -1% | -3% | 2% | 1% | -7% | -33% | -1 | -1% | -2% | 3%
COc1ccc(C(=O)Nc2nnc(C(F)(F)F)s2)cc1 | 1.8µM* | ? | ? | 16% | 0% | -16% | 10%[10 µM] | 18 | 37% | 2.5µM* | 5.4µM*
COc1ccc(CCNC(=O)c2cccnc2)cc1 | -3% | -1% | 8% | -2% | 1% | -3% | 6% | 0 | 4% | 8% | 4%
Cc1csc(NC(=O)C2CCCN(S(=O)(=O)c3cnc[nH]3)C2)n1 (centres undefined) | 0% | 2% | 0% | 0% | 4% | 0% | 22% | 1 | 8% | -1% | 3%
Cn1c2ccccc2c2nnc(SCC(=O)NCc3ccoc3)nc21 | -7% | 1% | -1% | 0% | -27% | 2% | -6% | 0 | 13% | 1% | -3%
CCOCCCn1c(SCC(=O)Nc2cc(C(C)(C)C)nn2-c2ccccc2)nc2ccccc2c1=O | 6% | -7% | ? | 5% | 9% | -6% | -17% | 13 | -11% | -11% | 3%
Cc1cc(C)nc(NN2C(=O)/C(=C/c3ccccc3)SC2=S)n1 | 1% | 1% | 16% | -17% | 25% | -12% | 13µM* | -2 | 1% | 2% | -1%
CCC(C(=O)Nc1ccon1)c1ccccc1 (centres undefined) | -2% | 3% | 3% | 5% | 0% | 7% | 13% | -1 | -12% | 11% | -3%
Cc1c(/C=N/Nc2ccc(F)cc2)c(O)n(C)c(=O)c1C#N | 2% | 4% | 6% | -39% | 11% | 2% | 17% | -1 | 2% | -7% | 24µM*
CN1CC(=O)N(CC(=O)N2N=C(c3ccc(Cl)cc3)CC2c2ccco2)C1=O (centres undefined) | -1% | 0% | -4% | -16% | -7% | -22% | -9% | 0 | 6% | 0% | 4%
COc1ccc(C(=O)NC(=S)NCc2ccco2)cc1 | 13% | 5% | ? | 49% | -2% | 11µM* | 6.3µM* | 20 | 10% | 23% | ?
Cc1ccc(SCCN2CCN(Cc3ccccc3)CC2)cc1 | -1% | -6% | ? | -13% | -5% | 1% | -38% | 13 | 7% | -1% | -4%
O=C1c2cnc3nc(SCc4ccccc4)nn3c2CC2c3ccccc3CCN12 (centres undefined) | 0% | -2% | -7% | 3% | -15% | 1% | -5% | 0 | 2% | 11% | -4%
O=C(CNC(=O)c1ccco1)Nc1ccc(S(=O)(=O)N2CCCC2)cc1 | 1% | 1% | 1% | -7% | 2% | -2% | -8% | 2 | -3% | 0% | 0%
Cc1ccc(C2=NCCn3c2c2ccc([N+](=O)[O-])cc2[n+]3[O-])cc1 | 8% | 14% | -3% | -16% | -18% | / | / | 2 | ? | 13% | -17%
COc1ccc(Cl)cc1N1C(=N)SCC1=O | 0% | 1% | 0% | -19% | -4% | 2% | -12% | 1 | -2% | -2% | -1%
CN1CCN(c2ccc(S(=O)(=O)N3CCCCC3)cc2[N+](=O)[O-])CC1 | -1% | -4% | ? | -22% | -1% | 0% | 10% | 0 | 21% | 3% | -2%
CCOc1cc(N(CC)CC)ccc1/C=C(/C#N)c1nc2ccccc2[nH]1 | 5% | 0% | ? | -58% | 1% | 3% | -7% | ? | 9% | ? | 9.5µM*
Cc1cccc(CCNC(=O)CN(C)S(=O)(=O)c2cnc[nH]2)c1 | 0% | -4% | 26% | 3% | 3% | 4% | 11% | 6 | 8% | 1% | -10%
CC1CCN(C(=O)Cn2c(=O)n(Cc3ccco3)c(=O)c3sccc32)CC1 | 2% | 0% | 2% | 8% | -8% | 1% | 8% | -1 | 0% | 5% | -4%
COC(=O)c1c(S(=O)(=O)N2CCOCC2)c(C)n(C)c1C | -3% | 1% | 4% | 15% | 1% | -3% | -9% | 1 | 6% | 1% | -1%
Cc1cc(C)cc(C(=O)N(Cc2ccco2)c2c(N)n(Cc3ccccc3)c(=O)[nH]c2=O)c1 | -1% | 0% | 1% | -2% | -11% | / | / | -1 | -3% | -2% | /
O=C(NNC(=O)c1ccc(O)cc1O)c1ccc(-c2ccccc2)cc1 | -6% | -4% | -18% | -22% | 4% | -7% | -34% | 17 | / | -5% | 19µM*
C[N+](C)(C)C/C=C1/COCO1 | -4% | 2% | -4% | -4% | -1% | -1% | -8% | 11 | -8% | 3% | 5%
CC(=O)NCCC(=O)Nc1cc(S(=O)(=O)N2CCCCC2)ccc1Oc1cccc(C)c1 | 0% | -2% | 21% | -4% | 0% | -3% | 11% | -1 | -2% | 6% | 0%
COc1ccc(CC(=O)O/N=C(\N)c2ccccn2)cc1OC | 9% | 1% | ? | ? | 0% | 9% | 16% | -1 | -8% | 0% | -14%
COc1ccc(C(C)NC(=O)c2ccncc2)cc1 (centres undefined) | -1% | -1% | -4% | -12% | 0% | -5% | 17% | 3 | / | -11% | 6%
CCOc1cccc(N2C(=O)CC(N3CCN(c4nc5ccccc5s4)CC3)C2=O)c1 (centres undefined) | 0% | -7% | -20% | 3% | 2% | 4% | 5% | -1 | 2% | 2% | 1%
c1ccc(CSCc2cn3ccsc3n2)cc1 | ? | 16µM* | ? | 8.9µM* | -13% | -2% | 5% | 28 | ? | 2.8µM* | 27µM*
Cc1nn(CC(=O)Nc2ccc3c(c2)nc(CN2CCCCC2)n3C)c(=O)c2ccccc12 | 2% | 0% | -13% | -21% | 0% | 2% | -6% | -3 | 3% | -2% | 4%
CC1CCCCN1CC(O)COCCC12CC3CC(CC(C3)C1)C2 (centres undefined) | -3% | -10% | -22% | -22% | -2% | -5% | -21% | 3 | 7% | 4% | 0%
CCOc1ccccc1/C=N/NC(=O)c1cccc(S(=O)(=O)N2CCOCC2)c1 | -5% | 4% | 5% | -28% | -1% | 2% | 1% | 24 | ? | -2% | -7%
O=C(NNC(=O)c1ccccc1O)c1ccco1 | ? | ? | ? | 40% | 0% | -10% | -26% | 1 | 20% | ? | 19µM*
O=C(O)C1CCC(=O)N1C(=O)OCc1ccccc1 (centres undefined) | -2% | 3% | ? | 9% | 9% | -9% | 9% | 4 | -3% | 4% | 3%
CCN(CC)CCN(Cc1cc2cc3c(cc2[nH]c1=O)OCCO3)C(=S)NCCCN(C)C | 1% | 3% | ? | 3% | 5% | -1% | 13% | -3 | / | 4% | 2%
COc1cccc(CNCCc2c[nH]c3ccccc23)c1OCc1ccc(F)cc1 | 1% | -1% | -18% | -88% | 1% | ? | ? | 4 | 21% | -7% | 1%
CC(C)CC(=O)Nc1cccc(C(C)O)c1 (centres undefined) | 0% | 0% | 5% | / | 3% | 11% | 4% | -1 | -3% | 11% | 1%
O=C(CCc1nnc(Cc2c[nH]c3ccccc23)o1)NC1CCCC1 | -8% | 0% | 0% | 0% | 1% | -15% | 14% | 1 | 5% | -3% | 4%

High-throughput results (PubChem BioAssay)
